ATXN viability = cell viability loss in ATXN counter-screen | S2 cells (HEK-293 line with an ATXN2-luciferase reporter) viability, CellTiter-Fluor protease fluorescence, 24 h | Potency, µM (top dose mostly 56.7 µM), most hits filed as cytotoxic | hit rate 0.49% among 400,000 | AID 651635; also: potency is read from the fitted curve at half-maximal effect; nearly all actives have a fitted effect of over 40% in size
HepG2 tox = kills HepG2 cells in TGF-b inhibitor counter-screen; HepG2 CAGA-GFP viability, ATP luminescence, 18 h; Potency, µM (doses to about 46.1 µM), without a hit: at the top dose activity change, negative = cytotoxicity, usual class: cytotoxic; hit rate 0.76% among 410,000; AID 588856; also: potency is read from the fitted curve at half-maximal effect; some results filed as inactive show a strong effect at the top dose
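HepG2 CAGA-GFP cells (1000/well, DMEM with 1% FBS) received compound, then TGF-beta at 500 pg/mL final, and were incubated 18 hours at 37 degrees C. Viability was read by CellTiter-Glo luminescence. Media-only wells were set as complete cell-killing and DMSO as no toxicity.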
A549 viability = counter-screen for Nrf2 inhibitors: cytotoxicity in A549 cells | Potency, µM (highest dose often 46 µM), without a hit: top-dose activity change, negative = cytotoxicity, actives largely listed as inhibitors | A549 ARE-Fluc cells, CellTiter-Fluor viability, 18-24 h | hit rate 0.16% among 390,000; also: potency is read from the fitted curve at half-maximal effect; % is scaled to controls: 0 for no effect and ±100 for the full control effect
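A549 ARE-Fluc cells in 5% FBS OPTI-MEM, 5000 cells/well, rested 2 h then exposed to compounds in concentration-response for 18-24 h at 37 °C. Viability by CellTiter-Fluor fluorescence (Ex 405/Em 525) after 30 min; luciferase luminescence (BugLite, 15 min, RT) read afterwards.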
Nrf2 activator = activates Nrf2 signaling; AREc32 ARE-luciferase reporter (MCF7-derived line), luminescence, 24 h; Potency, µM (highest dose often 46.1 µM), for the others: at the top dose activation, usual class: activators; hit rate 0.31% among 410,000; also: potency is read from the fitted curve at half-maximal effect; % of control where 0% means no effect; nearly all actives have a fitted effect of over 65% in size
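Luciferase luminescence (Steady-Glo, 30 min at room temperature) served as the read-out of ARE activation in AREc32 cells treated with compounds for 24 hr at 37 deg C.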
ATXN2 expr inh = ATXN2 expression inhibition | Potency, µM (titrated, usually from 57 µM), inactives show top-dose activity change, negative = inhibition, most hits filed as inhibitors | AID 1745845 | HEK-293 ATXN2-luciferase reporter, luminescence, 24 h | hit rate 0.72% among 360,000; also: potency is read from the fitted curve at half-maximal effect; % is scaled to controls: 0 for no effect and ±100 for the full control effect; nearly all actives have a fitted effect of over 55% in size
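ATXN2-luciferase reporter cells (luciferase flanked by upstream and downstream ATXN2 gene portions) were treated 24 h at 37 °C with compounds at up to 57 uM. SteadyGlo luminescence gave expression; GF-AFC fluorescence gave viability.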
TGFb SMAD3 inh = inhibitors of TGF-b signaling. HepG2 CAGA-GFP TGF-b/SMAD3 reporter, GFP fluorescence, 18 h; TGF-beta stimulated, 500 pg/mL final. Potency, µM (series often up to 46.1 µM), for inactives: at the top dose activity, negative = inhibition, most hits filed as inhibitors. hit rate 1.2% among 410,000. AID 588855; also: potency is read from the fitted curve at half-maximal effect; % is scaled to controls: 0 for no effect and ±100 for the full control effect; nearly all actives have a fitted effect of over 65% in size
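HEPG2 CAGA-GFP reporter cells (1000/well, DMEM with 1% FBS) received compounds, then recombinant TGF-beta at 500 pg/mL final for 18 hours at 37 degrees C. Per-cell GFP summed per well was normalised to unstimulated and stimulated DMSO controls before curve fitting.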
Nrf2 block = blocks Nrf2 signaling | hit rate 2.1% among 360,000 | Potency, µM (top dose mostly 46 µM), for inactives: at the top dose activity change, negative = inhibition, hits mostly inhibitors | A549 ARE-Fluc reporter, luciferase luminescence, 18-24 h | AID 504444; also: potency is read from the fitted curve at half-maximal effect; % is scaled to controls: 0 for no effect and ±100 for the full control effect; nearly all actives have a fitted effect of over 60% in size
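Cells were seeded and rested 2 h, then exposed to compounds for 18-24 h. CellTiter-Fluor was read first as a viability measure. BugLite was added 15 min before the final luminescent read of ARE-luciferase activity in A549 cells.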
MCF10A rerep = induces DNA re-replication in MCF 10a normal breast cells. MCF 10A DNA re-replication, Hoechst nuclear intensity, 48 h. hit rate 2.9% among 350,000. Potency, µM (titrated, usually from 46.1 µM), without a hit: top-dose activity, positive = re-replication, most hits filed as activators; also: potency is read from the fitted curve at half-maximal effect; % of control where 0% means no effect; nearly all actives have a fitted effect of over 50% in size
IL1B secr inh = inhibitors of inflammasome signaling (IL-1 beta secretion) | THP-1 LPS/ATP IL-1B secretion, AlphaLISA, 16 h; active compounds read low | activity change, % at 57.5 µM | hit rate 4.7% among 360,000 | AID 743279; in the data active = activity change below about -50%; inconclusive = mostly about -30% to -49%; also: % is scaled to controls: 0 for no effect and ±100 for the full control effect
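Secreted IL-1B measured by AlphaLISA bead assay after 16 h compound exposure of THP-1 cells; compounds (final up to 57.5 uM) added 1 h before LPS (250 ng/mL) and ATP (1.25 mM) stimulation; lower signal means less secretion.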
* marks the source's active call; other numbers are inactive results; i = inactive; ? = inconclusive; · = not tested or not shown; [ ] = another dose, or the depositor's remark. Unless noted, calls follow the shape of the dose curve; as a rule, active = well fitted curve in the direction sought with a large enough effect; inconclusive = small, poorly fitted or top-dose-only effect, or another doubt; inactive = no such curve, though single readings can be large; an effect the other way counts as inactive or inconclusive.

SMILES	ATXN viability	HepG2 tox	A549 viability	Nrf2 activator	ATXN2 expr inh	TGFb SMAD3 inh	Nrf2 block	MCF10A rerep	IL1B secr inh
CCC(=O)N(Cc1cc2cc(OC)ccc2[nH]c1=O)c1ccc(C)cc1C	i	-19.6%	-6.3%	-0.3%	-16.4%	-3.0%	-8.2%	1.3%	-5.7
N#CC(C(=O)OCc1ccccc1)c1nc2ccccc2nc1N1CCOCC1 (stereo unspecified)	i	-15.4%	?	0.1%	-7.9%	15.9%	?	14.6%	-16.1
O=C(Nc1ccc(F)c(Cl)c1)N1CCC2(CC1)Oc1ccccc1C(=O)N2Cc1ccccc1F	·	0.5%	-0.8%	-1.1%	·	·	1.6%	·	·
Cc1ccc(-c2nnc(SCc3cccc(C#N)c3)o2)cc1	i	-30.4%	-0.8%	-1.4%	-1.9%	1.6%	-22.5%	·	·
COc1ccc(NC(=O)C(C)N2c3cccc4cccc(c34)S2(=O)=O)c(OC)c1 (stereo unspecified)	i	-6.2%	0.4%	-0.8%	-8.3%	-16.0%	-16.5%	?	27.8
CCC1(c2ccc(F)cc2)NC(=O)N(CC(=O)Nc2cccc(S(=O)(=O)N3CCCCC3)c2)C1=O (stereo unspecified)	i	-19.7%	-2.5%	3.8%	-7.0%	?	-1.5%	7.5%	-3.6
Cc1nc2nc[nH]n2c(=O)c1CCOC(=O)c1ccccc1F	i	3.7%	-4.0%	-1.1%	-9.5%	8.7%	-7.3%	5.7%	32.8
CC(/C=C1\N=C(SCc2ccccc2Cl)SC1=O)=C\c1ccccc1	i	-12.4%	-12.6%	-0.5%	-1.1%	0.4%	-5.2%	?	21.2
COc1ccccc1NC(=O)CC(=O)Nc1ccccc1OC	i	3.1%	21.4%	-0.4%	3.3%	-3.0%	9.7%	4.9%	51.2
CCN(CC(=O)NCc1ccc(Cl)cc1)C(=O)CSc1ccccc1F	i	-2.4%	0.6%	0.0%	6.5%	?	3.2%	-2.8%	10.1
O=C(NC1CCCc2ccccc21)C(Cc1ccccc1)NS(=O)(=O)c1cccs1 (stereo unspecified)	i	-40.0%	0.3%	-0.6%	1.8%	-5.2%	1.3%	4.4%	-7.6
COc1ccc2oc(=O)c(C(=O)NCc3ccc4c(c3)OCO4)cc2c1	?	-2.0%	0.6%	-0.1%	8.0%	17.9%	?	6.2%	22.2

Sorted by molecular weight (descending): part of the list above.
SMILES	ATXN viability	HepG2 tox	A549 viability	Nrf2 activator	ATXN2 expr inh	TGFb SMAD3 inh	Nrf2 block	MCF10A rerep	IL1B secr inh
O=C(Nc1ccc(F)c(Cl)c1)N1CCC2(CC1)Oc1ccccc1C(=O)N2Cc1ccccc1F	·	0.5%	-0.8%	-1.1%	·	·	1.6%	·	·
O=C(NC1CCCc2ccccc21)C(Cc1ccccc1)NS(=O)(=O)c1cccs1 (stereo unspecified)	i	-40.0%	0.3%	-0.6%	1.8%	-5.2%	1.3%	4.4%	-7.6
COc1ccc(NC(=O)C(C)N2c3cccc4cccc(c34)S2(=O)=O)c(OC)c1 (stereo unspecified)	i	-6.2%	0.4%	-0.8%	-8.3%	-16.0%	-16.5%	?	27.8
Cc1ccc(-c2nnc(SCc3cccc(C#N)c3)o2)cc1	i	-30.4%	-0.8%	-1.4%	-1.9%	1.6%	-22.5%	·	·

Continued:
SMILES	ATXN viability	HepG2 tox	A549 viability	Nrf2 activator	ATXN2 expr inh	TGFb SMAD3 inh	Nrf2 block	MCF10A rerep	IL1B secr inh
CCCS(=O)(=O)N1CCCC(c2nc(-c3cccc(OC)c3)no2)C1 (stereo unspecified)	i	-16.8%	1.9%	-0.4%	3.1%	-6.1%	7.4%	-2.9%	0.0
CN(C(=S)NC(=O)c1ccc(Br)o1)c1ccccc1	i	-26.1%	17.6%	11.8%	41.5%[activator]	?	?	9.0%	25.0
CN(C)S(=O)(=O)c1ccc(NC(=O)CN2CCCCCC2)cc1	i	-4.7%	-17.2%	-0.3%	3.7%	17.6%	-29.3%	7.6%	-6.0
Cc1ccc(NC(=O)Cn2cc(S(=O)(=O)N3CCN(c4ccccc4F)CC3)c3ccccc3c2=O)cc1F	i	-4.4%	0.8%	-0.2%	-2.0%	-13.3%	1.8%	·	·
O=C(Cc1ccccc1)NC(NC(=O)Cc1ccccc1)c1cccc([N+](=O)[O-])c1	?	12.7%	-2.2%	0.6%	·	12.2%	-19.8%	11.0%	56.6
C/C(=N\NS(=O)(=O)c1ccccc1)c1ccc2c(c1)OCCO2	i	6.0%	4.5%	0.5%	13.2%	10.5%	1.5%	-4.1%	26.3
Cc1ccc(NC2=C(Cl)C(=O)OC2OC(=O)c2ccco2)cc1 (stereo unspecified)	i	-27.0%	-5.0%	?	-6.0%	-16.4%	?	?	-12.6
C/C(=N\OCc1nc2ccccc2c(=O)n1/N=C/c1cc([N+](=O)[O-])ccc1O)c1ccccc1	?	-66.2%	-3.4%	9.9%	·	?	-0.1%	6.1%	64.8
CC1=C(C(=O)Nc2ccc(C)cc2Cl)C2(CCCCC2)OC1=O	·	-22.6%	?	9.4%	·	·	18.9%	·	·
Cn1nnnc1SCC(=O)C(C)(C)C	i	10.3%	-8.0%	-0.6%	19.1%	-6.1%	-0.6%	-0.2%	6.2
O=C(O)C1CC(=O)N(Cc2ccc3c(c2)OCO3)C1 (stereo unspecified)	i	0.0%	-8.6%	-0.6%	-1.5%	0.1%	7.4%	-3.7%	0.2
CC(C)CCNC(=O)C1CCN(C(=O)N(C)C)CC1	i	15.4%	-4.2%	0.0%	-0.6%	-1.1%	1.2%	-3.3%	21.6
Cc1ccc(Nc2nc(C(=O)N3CCC(C(=O)NCc4ccccc4)CC3)cs2)cc1	i	-12.9%	-6.3%	3.5%	6.6%	0.9%	0.9%	?	?
COCc1cc(C)nc(OCC(=O)N/N=C\c2cc(C)n(-c3cccc(C(F)(F)F)c3)c2C)c1C#N	i	-21.3%	-13.0%	-0.4%	4.9%	-7.8%	?	4.7%	-15.5
O=C(N/N=C/c1ccc([N+](=O)[O-])o1)c1cn(-c2ccccc2)nc1-c1ccccc1	i	-5.3%	-8.9%	16.7%	-22.1%[11.3 µM]	?	?	16.4µM*	24.7
COc1ccc(NC(=O)Nc2ccc3nc(C)c(C)nc3c2)cc1	i	10.3%	-10.1%	0.0%	7.2%	10.4%	?	4.6%	15.8
CCCCCCNc1cc2n(c(=O)n1)CCc1cc(OC)c(OC)cc1-2	i	-13.1%	7.0%	4.7%	14.6%	35.6%[activator]	·	15.8%	?
C[N+](C)(C)CCNC(=O)c1ccccc1	i	·	·	-1.3%	1.9%	·	·	·	0.0
Cn1cnc(S(=O)(=O)N2CCN(c3cccc(Cl)c3)CC2)c1	i	-3.0%	3.3%	-0.6%	-2.6%	3.2%	6.4%	6.8%	-26.4
CCCCNC(=O)c1cc2cc(OC)ccc2[nH]1	i	25.5%	?	4.7%	·	21.9%	-28.1%	2.5%	30.6
O=C(CSc1nncn1-c1ccccc1)Nc1ccccc1F	i	0.0%	3.6%	0.2%	22.4%	2.1%	6.1%	9.8%	-29.0
CCN(CC)C(=O)CCCC(=O)N(CC)CC	i	10.2%	0.1%	0.3%	-20.5%[11.3 µM]	-0.2%	?	-5.9%	5.2
S=C(Nc1ccc2c(c1)OCO2)N1CCN(Cc2ccco2)CC1	i	-18.4%	12.3%	0.9%	-30.2%	0.3%	?	11.3%	?
COC(=O)[C@@]1(Cc2ccc(F)cc2)[C@H]2c3cc(C(=O)N(C)C)n(CCc4c[nH]c5ccc(OC)cc45)c3C[C@H]2CN1C(=O)c1ccccc1	?	·	·	3.5%	10.2%	·	·	·	-25.7

Structural class: the entries above containing two or more sulfur atoms
SMILES	ATXN viability	HepG2 tox	A549 viability	Nrf2 activator	ATXN2 expr inh	TGFb SMAD3 inh	Nrf2 block	MCF10A rerep	IL1B secr inh
CC(/C=C1\N=C(SCc2ccccc2Cl)SC1=O)=C\c1ccccc1	i	-12.4%	-12.6%	-0.5%	-1.1%	0.4%	-5.2%	?	21.2
O=C(NC1CCCc2ccccc21)C(Cc1ccccc1)NS(=O)(=O)c1cccs1 (stereo unspecified)	i	-40.0%	0.3%	-0.6%	1.8%	-5.2%	1.3%	4.4%	-7.6

(cont.)
SMILES	ATXN viability	HepG2 tox	A549 viability	Nrf2 activator	ATXN2 expr inh	TGFb SMAD3 inh	Nrf2 block	MCF10A rerep	IL1B secr inh
CC(C)C[C@H]1CNC(=S)N1CC1CCN(CCC23CC4CC(CC(C4)C2)C3)CC1	?	-6.0%	-21.2%	4.3%	-10.7%	?	9.2%	-42.4%[inhibitor]	-50.1*
c1ccc(C(c2nnnn2C2CCCC2)N2CCN(c3ccccc3)CC2)cc1 (stereo unspecified)	i	-12.5%	-7.8%	-0.3%	-7.8%	13.3%	-4.6%	?	-50.2*
Cn1c(=O)n(C)c2cc(S(=O)(=O)Nc3ccccc3)ccc21	i	-5.8%	-6.5%	5.2%	3.4%	-3.6%	23.1µM*	9.3%	-15.4
O=[N+]([O-])/C(N=Nc1ccccc1)=N\Nc1ccccc1	i	-0.7%	-5.3%	-0.9%	-14.2%	-2.7%	-25.8%	0.8%	134.8
Cc1ccc(-n2c(N)c(C#N)c(-c3ccc(Cl)cc3)c(C#N)c2=O)cc1	i	-31.9%	6.0%	0.0%	-23.2%	?	·	1.4%	-1.6
COc1ccccc1N1CC(C(=O)Nc2ccc3c(c2)OCO3)CC1=O (stereo unspecified)	i	-4.5%	-2.9%	0.2%	-21.1%	-5.9%	2.9%	1.9%	-8.2
Cc1cc(C)cc(NC(=O)Cc2ccc(S(=O)(=O)N3CCCC3)s2)c1	i	-29.2%	4.5%	2.7%	-37.4%	4.5%	1.3%	6.0%	6.7
COc1cc(/C=C/C(=O)N2CCN(c3n[nH]c(=O)[nH]c3=O)CC2)cc(OC)c1OC	i	-16.7%	2.2%	0.2%	-14.7%	14.1%	-7.0%	?	2.5
